NR3A LBD binder – binders of NR3A ligand-binding domain, primary screen, biophysical, differential scanning fluorimetry, uHTS; Tm shift relative to glycine control, % at 25 µM; AID 1259313, 2017; Glutamate receptor ionotropic, NMDA 3A (GRIN3A) ligand-binding domain; NR3A LBD differential scanning fluorimetry, Tm shift; 0% = protein alone, 100% = glycine-bound protein; hit rate 2.5% among 340,000;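 active = melting temperature shift of at least 10% of the positive control shift, at one fixed dose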
APJ antag – antagonists of human apelin receptor APJ, primary screen, CHO-K1 cells, beta-arrestin complementation, luminescence | P35414 | inhibition, % at 20 µM | hit rate 0.32% among 330,000 | AID 2521, 2010;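 active = inhibition above about 40% at 20 µM, limit read from the data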;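 note: cells challenged with 10 nM apelin-13 agonist together with compound; plate controls were apelin-13 plus DMSO wells for no effect and DMSO wells lacking apelin-13 for full effect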
Target sequence (P35414 whole entry, looked up): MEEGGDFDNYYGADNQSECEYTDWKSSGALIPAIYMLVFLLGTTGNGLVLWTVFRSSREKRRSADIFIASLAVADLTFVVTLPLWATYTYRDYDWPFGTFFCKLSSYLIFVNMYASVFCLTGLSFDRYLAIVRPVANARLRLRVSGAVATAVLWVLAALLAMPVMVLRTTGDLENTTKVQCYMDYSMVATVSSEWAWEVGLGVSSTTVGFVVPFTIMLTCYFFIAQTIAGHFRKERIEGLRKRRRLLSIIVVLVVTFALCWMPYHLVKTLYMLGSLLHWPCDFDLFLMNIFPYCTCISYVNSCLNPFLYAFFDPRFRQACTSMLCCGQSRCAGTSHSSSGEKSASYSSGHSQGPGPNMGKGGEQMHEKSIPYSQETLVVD
TIM10 inh – growth inhibitors of isogenic TIM10 control yeast, primary screen, counter-screen for tim10-1 yeast inhibitor project, luminescence, uHTS; S. cerevisiae TIM10 strain growth, BacTiter-Glo luminescence, 24 h; inhibition, % at 10 µM; hit rate 1.4% among 330,000; AID 463195, 2010;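 active = inhibition of 40% or more at the single tested concentration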;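 note: wild-type TIM10 isogenic control strain grown at permissive 25 °C; 0% = DMSO yeast wells and 100% = minimal medium wells without yeast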
tim10-1 inh – growth inhibitors of tim10-1 mutant yeast, primary screen, luminescence, uHTS. S. cerevisiae tim10-1 ts strain growth, BacTiter-Glo, 24 h. inhibition, % at 20 µM. hit rate 2.2% among 330,000;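 active = inhibition of at least 40%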;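 note: mutant grown at 25 °C; 0% = DMSO wells with yeast and 100% = wells holding no yeast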
APJ agonist – agonists of human apelin receptor APJ, primary screen, CHO-K1 cells, PathHunter beta-arrestin, luminescence; activation, % at 20 µM; hit rate 0.11% among 330,000; AID 2520, 2010; 0% DMSO wells, 100% apelin;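 active = activation more than six SD over the plate average, tested at 20 µM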;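 note: 0% = DMSO alone and 100% = apelin-13 at 10 nM; some results filed as inactive read as strong as hits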
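Assay system – PathHunter CHO-K1 APJ (AGTRL-1) beta-arrestin reporter cells · Compound – one dose, 20 µM compound, 1% DMSO · Timing – compound 90 min 25 °C, reagent 1 h · Measured by – luminescence from split beta-galactosidase complementation, Galacton Star/Emerald II substrate · Measure – beta-arrestin recruitment to APJ as agonist activity, luminescent signal · Benchmarks – DMSO vs Apelin-13 10 nM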
MPTP block – mitochondrial permeability transition pore inhibitors, primary screen, biochemical, isolated mouse mitochondria, absorbance; Ca2+ swelling absorbance, 30 min; inhibition, % at 10 µM; hit rate 1.4% among 360,000;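 active = inhibition of 50% or more, scaled per plate between neutral and stimulator controls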;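 note: 0% = DMSO wells given calcium and 100% = 1 mM EGTA wells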
MIN6 prolif – inducers of MIN6 beta-cell proliferation, primary screen, ATP luminescence, uHTS; MIN6 cells proliferation, ATPlite luminescence, 48 h; cells starved in 0.2% serum; 100% = growth in 10% serum; proliferation, % at 10 µM; hit rate 0.29% among 330,000;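 active = compounds whose signal lies at least 3.5 SD above the mean of all wells on their plate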;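 note: 0% = DMSO-treated cells in low-serum medium and 100% = 10% serum control; some compounds called inactive have numbers as strong as hits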
NALP3 yeast inh – NALP3 inflammasome inhibitors in reconstituted yeast, primary screen, luminescence, uHTS; hit rate 0.39% among 330,000; inhibition, % at 10 µM; Yeast reconstituted NLRP3/ASC/caspase-1, beta-gal luminescence, 24 h;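 active = inhibition of 50% or more; inactive = inhibition below 50%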;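 note: plate controls were induced DMSO wells for no effect and uninduced yeast grown without galactose for full effect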
tim23-1 inh – growth inhibitors of tim23-1 mutant yeast, primary screen, luminescence, uHTS; S. cerevisiae tim23-1 growth, BacTiter-Glo luminescence, 24 h; inhibition, % at 20 µM; hit rate 1.3% among 330,000;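 active = growth inhibition of the mutant yeast at or above 50%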;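 note: temperature-sensitive mutant grown at 25 °C; plate controls were DMSO-treated mutant yeast for no effect and medium wells lacking yeast for full effect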
* marks the source's active call; other numbers are inactive results; . = not tested or not shown.

(1) Cc1ccc(OCc2nnc(SCC(=O)O)n2-c2ccccc2)cc1
(2) O=C(NC1CCCCC1)c1ccc(Cn2cc(Cl)cn2)cc1
(3) Cc1nc(-c2cccc(Br)c2)ccc1C(=O)O
(4) Cc1ccc(NC(=O)CN2CCN(Cc3ccccc3)CC2)cc1F
(5) Cc1cc(C)c(C)c(OCCCCN2CCCCC2)c1
(6) Cc1csc(NC(=O)CSc2nnc(-c3ccccc3)o2)n1
(7) O=[N+]([O-])c1ccccc1OCCCN1CCOCC1
(8) CCN(CC)CCNC(=O)C(=O)NCC1OCCN1S(=O)(=O)c1ccc2c(c1)OCCO2 (stereo not given)
Compound | 1 | 2 | 3 | 4 | 5 | 6 | 7 | 8
NR3A LBD binder | 3 | 1 | 0 | 0 | -4 | 0 | 0 | 0
APJ antag | -7 | 12 | 7 | 2 | -5 | 4 | 7 | 11
TIM10 inh | 1 | 16 | -5 | 2 | -14 | -24 | -3 | 2
tim10-1 inh | 5 | 18 | 19 | -35 | 3 | -3 | -5 | 11
APJ agonist | -6 | -1 | -1 | -3 | -3 | -4 | -3 | -2
MPTP block | 0.8 | -0.7 | -0.9 | 1.8 | 1.1 | -1.7 | -1.0 | 2.4
MIN6 prolif | -3 | -1 | 3 | -3 | -4 | -4 | 4 | 1
NALP3 yeast inh | 18 | -5 | -12 | 18 | 28 | 16 | 8 | 5
tim23-1 inh | -3 | 23 | 17 | -10 | 6 | 1 | 16 | 12

Reformatted as tab-separated lines: entries from further up
entry	SMILES	NR3A LBD binder	APJ antag	TIM10 inh	tim10-1 inh	APJ agonist	MPTP block	MIN6 prolif	NALP3 yeast inh	tim23-1 inh
4	Cc1ccc(NC(=O)CN2CCN(Cc3ccccc3)CC2)cc1F	0	2	2	-35	-3	1.8	-3	18	-10
7	O=[N+]([O-])c1ccccc1OCCCN1CCOCC1	0	7	-3	-5	-3	-1.0	4	8	16
2	O=C(NC1CCCCC1)c1ccc(Cn2cc(Cl)cn2)cc1	1	12	16	18	-1	-0.7	-1	-5	23
3	Cc1nc(-c2cccc(Br)c2)ccc1C(=O)O	0	7	-5	19	-1	-0.9	3	-12	17
8	CCN(CC)CCNC(=O)C(=O)NCC1OCCN1S(=O)(=O)c1ccc2c(c1)OCCO2 (stereo not given)	0	11	2	11	-2	2.4	1	5	12
5	Cc1cc(C)c(C)c(OCCCCN2CCCCC2)c1	-4	-5	-14	3	-3	1.1	-4	28	6

Next section
(9) CCOc1cc(/C=N/Nc2nncc(-c3ccccc3)n2)ccc1O
(10) C/C(=N\NC(=O)C(C)Oc1ccc([N+](=O)[O-])cc1)c1ccccn1 (stereo not given)
(11) Cc1nc2ncnn2c(C)c1CCC(=O)N1CCN(Cc2ccccc2)CC1
(12) Cc1ccc(CS(=O)Cc2ccc(C(=O)NCc3ccccc3Cl)o2)cc1 (stereo not given)
(13) Cc1ccc(S(=O)(=O)N2CCCC2C(=O)OCC(=O)Nc2ccc3c(c2)OCO3)cc1 (stereo not given)
(14) CC(C)c1nnc(SCC(=O)N2CCOCC2)n1C
(15) COc1cccc(CNS(=O)(=O)c2ccc3c(c2)N(C)CCO3)c1
(16) CCN(CC)CCn1c(NC(=O)c2ccccc2O)nc2ccccc21
Compound | 9 | 10 | 11 | 12 | 13 | 14 | 15 | 16
NR3A LBD binder | -4 | -1 | 0 | -1 | -3 | 1 | -5 | 0
APJ antag | -10 | 56* | 6 | -16 | -15 | 9 | 9 | 27
TIM10 inh | 15 | 12 | -8 | 2 | 17 | -2 | 15 | 2
tim10-1 inh | 1 | 20 | -3 | 25 | 12 | 7 | 27 | -2
APJ agonist | 3 | -12 | -3 | 5 | 1 | 6 | -2 | -1
MPTP block | -1.1 | 1.7 | -1.6 | 0.5 | 0.0 | -0.8 | -0.9 | -2.5
MIN6 prolif | -5 | -6 | -2 | 5 | 2 | -1 | -1 | -3
NALP3 yeast inh | -3 | 21 | -4 | 1 | 3 | 11 | 5 | 29
tim23-1 inh | 2 | 23 | -3 | 21 | 14 | 9 | 23 | 18

(17) COc1ccc(N2CCN(C(=O)c3cccc(S(=O)(=O)N4CCOCC4)c3)CC2)cc1
(18) COc1ccccc1NC(=O)CCN1CCCCCC1
(19) CCN(C(=O)c1ccc(C(C)(C)C)cc1)c1nnc(Cn2nnc3ccccc32)s1
(20) O=C(O)c1ccc(/C=C2\SC(=Nc3ccccc3)N(c3ccccc3)C2=O)cc1
(21) COc1ccc(S(=O)(=O)N2CCC(n3cnc4ccccc43)CC2)cc1
(22) O=c1nc2ccccc2c2n1CC(CN1CCN(c3ccccc3F)CC1)N2 (stereo not given)
(23) O=C1COc2ccc(C(=O)COC(=O)CNC(=O)c3ccco3)cc2N1
(24) CCOC(=O)c1ccc(NC(=O)Cn2cnc(S(=O)(=O)N3CCCC3)c2)cc1
Compound | 17 | 18 | 19 | 20 | 21 | 22 | 23 | 24
NR3A LBD binder | 1 | . | -1 | 0 | -2 | 0 | 0 | -1
APJ antag | 2 | 0 | 0 | 16 | -5 | -7 | 16 | 2
TIM10 inh | 2 | -20 | 17 | 11 | -1 | 4 | -14 | -2
tim10-1 inh | 6 | -9 | 35 | 14 | 0 | -7 | -1 | 10
APJ agonist | -3 | -1 | 10 | -4 | 0 | -3 | -2 | -5
MPTP block | -0.1 | -1.1 | 105* | 1.7 | -0.6 | 0.8 | -1.0 | -2.0
MIN6 prolif | 2 | -1 | -5 | -3 | 0 | 0 | -2 | 2
NALP3 yeast inh | 9 | 7 | 8 | 5 | 21 | 6 | 7 | 15
tim23-1 inh | 4 | 5 | 33 | 15 | 11 | 5 | 8 | 12

(25) COC(=O)/C=c1\sc2ncnn2c1=O
(26) COc1cccc(NC(=O)Nc2nnc(Cc3ccc(F)cc3)s2)c1
(27) CC1CCCN(CC(=O)Nc2cc(Cl)ccc2Oc2ccccc2)C1 (stereo not given)
(28) C/C(=N\Nc1ccccn1)c1ccc2c(c1)OCO2
(29) Cn1nc(C(=O)Nc2nc(-c3ccc(F)cc3)cs2)ccc1=O
(30) COc1ccccc1NS(=O)(=O)c1ccc(O)c(C(=O)OCC(=O)c2ccc(Cl)cc2Cl)c1
(31) c1cc(CNCCCN2CCOCC2)ccn1
(32) CC1CCC(NS(=O)(=O)c2cccc3nsnc23)CC1 (stereo not given)
Compound | 25 | 26 | 27 | 28 | 29 | 30 | 31 | 32
NR3A LBD binder | -2 | 0 | 1 | -1 | -1 | 0 | 1 | 1
APJ antag | -28 | -15 | 3 | -2 | 11 | 28 | 6 | 13
TIM10 inh | -5 | 19 | 11 | 11 | 7 | 3 | -1 | 7
tim10-1 inh | 17 | -4 | 31 | -1 | -6 | 15 | 7 | 7
APJ agonist | -3 | -2 | 0 | -3 | -5 | -4 | -5 | 0
MPTP block | -3.0 | 1.7 | 0.3 | -0.5 | 8.1 | -1.8 | -1.8 | -0.6
MIN6 prolif | 2 | -3 | -7 | 0 | -5 | -1 | 1 | 0
NALP3 yeast inh | 17 | 3 | 23 | -6 | -2 | 4 | 10 | 14
tim23-1 inh | 20 | -1 | 16 | 7 | 6 | 7 | -6 | 23

(33) C=CCN(C(=O)CNC(=O)c1cccs1)C(C(=O)NC(C)(C)C)c1ccccc1 (stereo not given)
(34) O=C1CCC(C(=O)N2CCCCCC2)CN1CCc1ccc(Cl)cc1 (stereo not given)
(35) CCC1(CC)Cc2ccccc2-c2nc(CN(C)C)[nH]c(=O)c21
(36) Cc1ccc(C(=O)C(C)Oc2cccc(NC(=O)c3ccco3)c2)cc1 (stereo not given)
(37) C[C@@H]1ON(C2CCCCC2)[C@H]2c3nc4ccccc4n3C[C@@H]12
(38) O=C(CS(=O)(=O)c1ccccc1)N1CCCCC1
(39) O=C(Nc1ccc2oc(-c3ccc(Cl)c(Cl)c3)nc2c1)c1ncn[nH]1
(40) COc1ccc(N2C(S)=C(C#N)C(=O)NC2c2ccco2)cc1 (stereo not given)
Compound | 33 | 34 | 35 | 36 | 37 | 38 | 39 | 40
NR3A LBD binder | 1 | 0 | 0 | -6 | -1 | 0 | -2 | 6
APJ antag | -3 | 4 | 21 | -19 | -9 | 19 | 1 | 0
TIM10 inh | -6 | 14 | 20 | -4 | -11 | -1 | 6 | 1
tim10-1 inh | 10 | 17 | 29 | 20 | -23 | 3 | 3 | 7
APJ agonist | -5 | 3 | -4 | -4 | 7 | -3 | -5 | -4
MPTP block | -2.1 | -1.7 | 0.5 | 1.3 | -2.0 | 0.0 | 0.8 | -2.1
MIN6 prolif | -1 | 0 | 7 | -2 | 0 | -5 | 3 | 0
NALP3 yeast inh | 2 | 11 | -19 | 8 | 3 | 17 | -1 | -7
tim23-1 inh | 15 | 5 | 38 | 42 | 2 | 10 | 4 | 2

(41) O=C(O)CCCCc1nc2ccccc2s1
(42) O=C(Nc1ccc(NC(=O)c2ccccc2Cl)cc1)c1cccnc1
(43) CC(=O)Nc1ccc(NC(=O)c2ccc(-c3ccccc3Cl)o2)cc1
(44) O=S1(=O)CCN(C(CCO)c2cccc(C(F)(F)F)c2)CC1 (stereo not given)
(45) COc1ccc(C(CC(=O)Nc2ccc(Cl)cc2F)NC(=O)C(F)(F)F)cc1 (stereo not given)
(46) O=C(NCC1CCCO1)c1ccc(Cl)c(S(=O)(=O)Nc2ccccc2)c1 (stereo not given)
(47) COc1ccc(C(=O)Nc2cccc(OC)c2)cc1
(48) Cc1cccc(C)c1NC(=O)c1cc(S(=O)(=O)N2CCc3ccccc32)cn1C
Compound | 41 | 42 | 43 | 44 | 45 | 46 | 47 | 48
NR3A LBD binder | -1 | -7 | 7 | 1 | -3 | 0 | -40 | -1
APJ antag | 14 | -18 | 6 | -23 | -10 | -24 | -11 | -7
TIM10 inh | 3 | -3 | 8 | 1 | -8 | 2 | -15 | -5
tim10-1 inh | 16 | -2 | 12 | -1 | 14 | -1 | 6 | 10
APJ agonist | -3 | 1 | 0 | 1 | -2 | -3 | 2 | -2
MPTP block | -1.4 | -0.8 | -1.9 | 0.2 | 15 | 0.0 | -1.8 | -1.0
MIN6 prolif | 4 | 0 | 2 | 0 | 1 | -4 | -5 | -2
NALP3 yeast inh | 7 | 8 | 30 | -9 | -2 | 25 | 26 | 20
tim23-1 inh | 14 | 5 | 28 | -3 | -23 | 3 | -3 | 5

Entries of single compounds, looked up by structure.
`CC(=O)Nc1ccc(NC(=O)c2ccc(-c3ccccc3Cl)o2)cc1` is listed with NR3A LBD binder = 7; APJ antag = 6; TIM10 inh = 8; tim10-1 inh = 12; APJ agonist = 0; MPTP block = -1.9; MIN6 prolif = 2; NALP3 yeast inh = 30; tim23-1 inh = 28
`O=C(O)CCCCc1nc2ccccc2s1` is listed with NR3A LBD binder = -1; APJ antag = 14; TIM10 inh = 3; tim10-1 inh = 16; APJ agonist = -3; MPTP block = -1.4; MIN6 prolif = 4; NALP3 yeast inh = 7; tim23-1 inh = 14

Compounds were not picked by outcome. Share with any hit: about 7.2%.
